# TcdB GH inh: blocks C. difficile toxin B glycohydrolase activity; P18177; TcdB glycohydrolase enzymatic assay, plate reader; inhibition, % at 9.99 µM; hit rate 0.24% among 350,000; in the data active means inhibition above about 10%
# * hit, by the source's call. An excerpt. The share of hits here may be higher or lower than overall.
SMILES,TcdB GH inh
O=C(CC(F)(F)F)N1C[C@@H]2[C@H](c3ccccc31)[C@@H](CO)N2C(=O)C1CCCC1,0.1
C[C@H](CO)N1C[C@H](C)[C@@H](CN(C)Cc2cccnc2)Oc2ncc(-c3ccc(F)cc3)cc2C1=O,-3.3
CC(C)NC(=O)N(C)C[C@H]1Oc2cc(C3=CCCC3)ccc2S(=O)(=O)N([C@H](C)CO)C[C@H]1C,-0.6
COc1ccc(S(=O)(=O)N(C)C[C@H]2Oc3ccc(NC(=O)Nc4ccccc4)cc3C(=O)N([C@@H](C)CO)C[C@H]2C)cc1,-0.1
CNC[C@H]1Oc2ccc(NS(=O)(=O)c3ccc(F)cc3)cc2C(=O)N([C@@H](C)CO)C[C@H]1C,-0.7
C[C@H]1CN([C@@H](C)CO)C(=O)c2cc(/C=C/c3ccccc3)cnc2O[C@@H]1CN(C)C(=O)Nc1ccccc1F,-1.3
COc1cccc(S(=O)(=O)N2CCCCN3[C@H](CO)[C@@H](c4ccc(C#CC(C)C)cc4)[C@H]3C2)c1,-0.8
Cc1noc(C)c1NC(=O)N[C@@H]1C=C[C@H](CC(=O)N2CCCCC2)O[C@H]1CO,0.3
CC(=O)N(C)C[C@@H]1Oc2ncc(C#C[C@@H](C)O)cc2C(=O)N([C@H](C)CO)C[C@H]1C,-1.1
C[C@H](NC(=O)C[C@@H]1CC[C@@H](NC(=O)c2cccnc2)[C@H](CO)O1)c1ccccc1,0.3
C[C@H](CO)N1C[C@H](C)[C@H](CN(C)S(=O)(=O)c2ccc(C(F)(F)F)cc2)OCc2ccccc2-c2c(n(C)c3ccccc23)C1=O,-1.9
COc1ccc(CN(C)C[C@@H]2Oc3c(NS(=O)(=O)c4ccc(F)cc4)cccc3C(=O)N([C@H](C)CO)C[C@@H]2C)cc1,-0.8
CCCC#Cc1cnc2c(c1)C(=O)N([C@@H](C)CO)C[C@@H](C)[C@@H](CN(C)CCC)O2,0.2
CO[C@H]1CN(C)C(=O)c2cc(NS(=O)(=O)c3c(C)noc3C)ccc2OC[C@@H](C)NC[C@@H]1C,1.0
O=C(Nc1ccc2c(c1)OCO2)N[C@H]1CC[C@H](CCNC(=O)C2CCOCC2)O[C@@H]1CO,-0.4

# A different layout for some results above:
> O=C(CC(F)(F)F)N1C[C@@H]2[C@H](c3ccccc31)[C@@H](CO)N2C(=O)C1CCCC1
  TcdB GH inh: 0.1
> CO[C@H]1CN(C)C(=O)c2cc(NS(=O)(=O)c3c(C)noc3C)ccc2OC[C@@H](C)NC[C@@H]1C
  TcdB GH inh: 1.0
> C[C@H](CO)N1C[C@H](C)[C@@H](CN(C)Cc2cccnc2)Oc2ncc(-c3ccc(F)cc3)cc2C1=O
  TcdB GH inh: -3.3
> COc1ccc(S(=O)(=O)N(C)C[C@H]2Oc3ccc(NC(=O)Nc4ccccc4)cc3C(=O)N([C@@H](C)CO)C[C@H]2C)cc1
  TcdB GH inh: -0.1

# Other entries:
SMILES,TcdB GH inh
C[C@@H]1CCCCO[C@H](CN(C)S(C)(=O)=O)[C@@H](C)CN([C@@H](C)CO)C(=O)c2cc(NC(=O)Nc3cccc4ccccc34)ccc2O1,-1.4
O=C(CCN1CCCCC1)NCC[C@H]1CC[C@H](NC(=O)C2CCOCC2)[C@H](CO)O1,-0.6
O=C(Nc1cccc(Cl)c1)N[C@H]1CC[C@@H](CCNC(=O)C2CCC2)O[C@H]1CO,-3.4
CO[C@H]1CN(C)C(=O)c2ccc(NC(C)=O)cc2OC[C@H](C)N(CCC(F)(F)F)C[C@@H]1C,-0.5
COc1ccc(C#Cc2cnc3c(c2)C(=O)N([C@H](C)CO)C[C@H](C)[C@H](CN(C)C(=O)c2ccccc2F)O3)cc1,0.6
C[C@@H]1CN([C@H](C)CO)C(=O)c2cc(-c3cccc(C#N)c3)cnc2O[C@@H]1CN(C)Cc1cncnc1,0.6
O=C(C[C@H]1CC[C@@H]2[C@H](COC[C@H](O)CN2Cc2ccc(Oc3ccccc3)cc2)O1)Nc1nccs1,0.2
C[C@H](CO)N1C[C@H](C)[C@H](CN(C)C(=O)Nc2cccc(C(F)(F)F)c2)OCc2ccccc2-c2c(n(C)c3ccccc23)C1=O,1.3
C/C=C/c1ccc2c(c1)O[C@@H](CN(C)C(=O)c1ccccc1)[C@@H](C)CN([C@H](C)CO)S2(=O)=O,0.1
CO[C@@H]1CN(C)C(=O)c2ccc(NS(=O)(=O)c3ccccc3)cc2OC[C@@H](C)N(Cc2nccs2)C[C@@H]1C,0.8
CCCC(=O)Nc1ccc2c(c1)OC[C@H](C)N(C(=O)c1ccccn1)C[C@H](C)[C@@H](OC)CN(C)C2=O,0.3
C[C@H](NC(=O)N(C)C[C@H]1OCc2ccccc2-c2ccccc2C(=O)N([C@H](C)CO)C[C@H]1C)c1ccccc1,-0.1
Cc1cc(C(=O)Nc2cccc3c2O[C@H](CN(C)S(=O)(=O)c2ccc(F)cc2)[C@@H](C)CN([C@H](C)CO)C3=O)n(C)n1,-0.4
CC(C)(O)C#Cc1ccc([C@@H]2[C@H](CO)N3CCCCN(C(=O)c4cccnc4)C[C@@H]23)cc1,1.9
CO[C@H]1CN(C)C(=O)c2cc(NC(=O)Nc3cccc(F)c3)ccc2OC[C@@H](C)N(C(=O)Nc2c(C)noc2C)C[C@H]1C,0.4
CO[C@@H]1CN(C)C(=O)c2ccc(NC(=O)NC(C)C)cc2OC[C@@H](C)N(C(=O)CC2CC2)C[C@H]1C,-0.8
CC(C)CC#Cc1ccc([C@@H]2[C@H](CO)N3C(=O)CN(C(=O)NC4CCCCC4)C[C@@H]23)cc1,-2.4
C[C@@H]1CN([C@H](C)CO)C(=O)c2cc(NC(=O)NC3CCCCC3)ccc2O[C@@H](C)CCCCO[C@@H]1CN(C)C(=O)Nc1ccc(F)cc1,0.7
Cc1noc(C)c1NC(=O)N[C@@H]1C=C[C@H](CC(=O)N2CCN(C)CC2)O[C@H]1CO,-0.2
CN1c2ccc(-c3cccc(F)c3)cc2[C@@H]2[C@@H](CCN2C(=O)C2CCC2)[C@H]1CO,-0.2
CCC(=O)N1C[C@@H](O)COC[C@@H]2O[C@@H](CC(=O)NCC3CCCCC3)CC[C@H]21,0.1
CO[C@@H]1CN(C)C(=O)c2cc(NS(=O)(=O)c3ccc(C)cc3)ccc2OC[C@@H](C)N(Cc2nccs2)C[C@@H]1C,0.1
CNC[C@@H]1Oc2ccc(NS(=O)(=O)c3cn(C)cn3)cc2CC(=O)N([C@@H](C)CO)C[C@H]1C,-1.0
CC(=O)N(C)C[C@H]1[C@H](c2ccccc2)[C@@H](CO)N1C(=O)C1CC1,1.6
C[C@@H]1CN([C@@H](C)CO)C(=O)c2cccc(NC(=O)Nc3ccc(C(F)(F)F)cc3)c2O[C@H]1CN(C)S(=O)(=O)c1cn(C)cn1,-0.9
CC(=O)N1[C@@H]2Cn3c(cccc3=O)[C@H]1[C@@H](C(=O)N[C@@H](C)c1ccccc1)[C@@H]2CO,-4.2
C[C@@H]1CCCCO[C@H](CN(C)Cc2ccccc2)[C@@H](C)CN([C@@H](C)CO)C(=O)c2cc(NS(=O)(=O)c3ccccc3)ccc2O1,-1.1
CO[C@@H]1CN(C)C(=O)c2cc(NC(=O)Nc3ccc(C(F)(F)F)cc3)ccc2OC[C@H](C)NC[C@@H]1C,1.6
O=C(Nc1cccc(Cl)c1)N1C[C@@H]2[C@H](c3ccccc31)[C@H](CO)N2Cc1ccncc1,-2.8
COc1ccc2c3c([nH]c2c1)[C@H](CO)N(Cc1nccs1)CC31CN(C(=O)C2CCC2)C1,0.8
C[C@H]1CN([C@@H](C)CO)C(=O)c2cccc(NC(=O)Nc3ccc(C(F)(F)F)cc3)c2O[C@H]1CN(C)C(=O)Nc1ccccc1,-2.0
CN(C)C(=O)c1ccc(-c2ccc([C@@H]3[C@H](CO)N4CCCCN(Cc5cccnc5)C[C@@H]34)cc2)cc1,-4.5
CCC(=O)N1CC2(C1)[C@@H](c1ccccc1)[C@H](CO)N2CC1CCOCC1,0.5
CO[C@@H]1CN(C)C(=O)c2cc(NC(=O)NC(C)C)ccc2OC[C@@H](C)N(Cc2ccc(-c3ccccn3)cc2)C[C@@H]1C,0.8
C[C@H](CO)N1C[C@H](C)[C@H](CN(C)S(=O)(=O)c2ccc(Cl)cc2)Oc2c(NC(=O)C3CC3)cccc2C1=O,-0.3
CNC[C@@H]1Oc2ccc(NC(=O)NC3CCCCC3)cc2C(=O)N([C@@H](C)CO)C[C@H]1C,-1.6
COc1ccc(NC(=O)Nc2ccc3c(c2)C(=O)N([C@H](C)CO)C[C@H](C)[C@H](CN(C)Cc2ccccc2)O3)cc1,-2.3
CCCNC(=O)N1CC2(CN(S(=O)(=O)CC)C2)c2c(n(C)c3cc(OC)ccc23)[C@@H]1CO,0.3
CCCNC(=O)N1CCC2(CC1)CN(C(C)=O)[C@H](CO)c1[nH]c3cc(OC)ccc3c12,1.8
Cc1ccc(-c2ccc([C@@H]3[C@H](CO)N4CCCCN(C(=O)Nc5cccc(F)c5)C[C@@H]34)cc2)cc1,0.7
CCCC#Cc1ccc2c(c1)O[C@@H](CN(C)C(=O)c1ccccn1)[C@@H](C)CN([C@@H](C)CO)S2(=O)=O,3.6
C[C@@H]1CN([C@H](C)CO)C(=O)Cc2cc(NC(=O)CCN3CCOCC3)ccc2O[C@H]1CN(C)S(=O)(=O)c1ccccc1,0.2
Cc1ccc(S(=O)(=O)N(C)C[C@@H]2OCCCC[C@H](C)Oc3ccc(NC(=O)Nc4ccc(C(F)(F)F)cc4)cc3C(=O)N([C@H](C)CO)C[C@@H]2C)cc1,-0.4
C/C=C/c1ccc2c(c1)O[C@@H](CN(C)C(=O)Cc1ccccc1)[C@H](C)CN([C@@H](C)CO)S2(=O)=O,-0.8
CS(=O)(=O)N1[C@H](CO)[C@@H](c2ccc(C#Cc3cccc(F)c3)cc2)[C@@H]1C#N,-1.3
CCCN1[C@H](C(=O)NC2Cc3ccccc3C2)[C@@H](CO)[C@@H]2Cn3c(ccc(C4=CCCC4)c3=O)[C@@H]21,-0.9
C[C@H](CO)N1C[C@H](C)[C@@H](CN(C)Cc2ccc(O)cc2)OCc2ccccc2-c2c(n(C)c3ccccc23)C1=O,1.1
O=C(C[C@H]1CC[C@H](NC(=O)CCN2CCCCC2)[C@@H](CO)O1)Nc1ccccc1,-0.8
COCCNC(=O)C[C@H]1CC[C@H]2[C@H](COc3ccc(NC(=O)Cc4ccccc4)cc3C(=O)N2C)O1,-0.2
O=C(C[C@H]1CC[C@@H]2[C@H](COC[C@H](O)CN2Cc2ccncc2)O1)NCC1CC1,-1.2
Cc1ccc(S(=O)(=O)Nc2ccc3c(c2)C(=O)N([C@@H](C)CO)C[C@@H](C)[C@H](CN(C)C)OCCCC[C@H](C)O3)cc1,0.1
CNC[C@H]1Oc2c(NC(=O)Nc3c(C)noc3C)cccc2C(=O)N([C@H](C)CO)C[C@H]1C,-0.3
C[C@@H]1CCCCO[C@@H](CN(C)C(=O)Cc2ccccc2)[C@@H](C)CN([C@H](C)CO)C(=O)c2cc(NS(C)(=O)=O)ccc2O1,-1.1
COc1ccccc1C#Cc1cnc2c(c1)C(=O)N([C@H](C)CO)C[C@H](C)[C@@H](CN(C)C(C)=O)O2,-0.5
O=C(Cc1ccccn1)N[C@@H]1CC[C@@H](CCn2cc(-c3cccnc3)nn2)O[C@@H]1CO,-0.5
N#C[C@@H]1N[C@@H](CO)[C@@H]1c1ccc(C#CC2CCCC2)cc1,0.4
C[C@@H]1CN([C@H](C)CO)S(=O)(=O)c2ccc(-c3ccncc3)cc2O[C@@H]1CN(C)C,0.1
CCNC(=O)C[C@H]1CC[C@@H]2[C@H](COC[C@@H](O)CN2C(=O)Nc2cccc(OC)c2)O1,0.1
Cc1ccccc1S(=O)(=O)N1CCCCN2[C@H](C1)[C@@H](c1ccc(-c3cncnc3)cc1)[C@@H]2CO,0.1
C[C@H](CO)N1C[C@H](C)[C@H](CN(C)Cc2ccc(Cl)c(Cl)c2)Oc2c(NC(=O)Nc3ccccc3)cccc2C1=O,0.5

# 4 of the compounds above, as tab-separated lines.
Molecule	TcdB GH inh
C[C@@H]1CCCCO[C@@H](CN(C)C(=O)Cc2ccccc2)[C@@H](C)CN([C@H](C)CO)C(=O)c2cc(NS(C)(=O)=O)ccc2O1	-1.1
COc1ccccc1C#Cc1cnc2c(c1)C(=O)N([C@H](C)CO)C[C@H](C)[C@@H](CN(C)C(C)=O)O2	-0.5
O=C(Cc1ccccn1)N[C@@H]1CC[C@@H](CCn2cc(-c3cccnc3)nn2)O[C@@H]1CO	-0.5
N#C[C@@H]1N[C@@H](CO)[C@@H]1c1ccc(C#CC2CCCC2)cc1	0.4

# The listing picks up, repeating the 2 entries before the break.
SMILES,TcdB GH inh
Cc1ccccc1S(=O)(=O)N1CCCCN2[C@H](C1)[C@@H](c1ccc(-c3cncnc3)cc1)[C@@H]2CO,0.1
C[C@H](CO)N1C[C@H](C)[C@H](CN(C)Cc2ccc(Cl)c(Cl)c2)Oc2c(NC(=O)Nc3ccccc3)cccc2C1=O,0.5
Cc1noc(C)c1S(=O)(=O)Nc1ccc2c(c1)C(=O)N([C@@H](C)CO)C[C@H](C)[C@H](CN(C)CC1CCCCC1)OCCCC[C@@H](C)O2,-1.8
CCC(=O)N1C[C@H](C)[C@H](OC)CN(C)C(=O)c2ccc(NC(=O)C3CCCCC3)cc2OC[C@@H]1C,0.9
CC(C)CC#Cc1ccc2c(c1)O[C@@H](CN(C)C(=O)CC1CC1)[C@@H](C)CN([C@@H](C)CO)S2(=O)=O,1.0
CN1C(=O)c2cc(NC(=O)C3CC3)ccc2OC[C@H]2O[C@@H](CC(=O)NCCN3CCCC3)CC[C@H]21,0.2
O=S(=O)(c1cccs1)N1CCCCN2[C@H](CO)[C@H](c3ccc(-c4ccccc4)cc3)[C@H]2C1,0.8
O=C(c1ccncc1)N1C[C@H]2[C@@H](c3ccccc31)[C@@H](CO)N2C(=O)Nc1ccc(F)cc1,-1.2
OC[C@@H]1Nc2ccc(C#Cc3cccc(F)c3)cc2[C@H]2NCC[C@@H]12,0.8
COc1ccc(CN(C)C[C@H]2OCCCC[C@@H](C)Oc3ccc(NC(=O)c4ccncc4)cc3C(=O)N([C@@H](C)CO)C[C@H]2C)cc1,0.3
C[C@@H]1CN([C@H](C)CO)C(=O)c2cc(NC(=O)c3ccncc3)ccc2O[C@@H](C)CCCCO[C@H]1CN(C)Cc1ccccc1,0.0

# High-throughput results as filed in PubChem BioAssay.
